TexasRed fluor – Total Fluorescence Counterscreen for Inhibitors of the Interaction of Thyroid Hormone Receptor and Steroid Receptor Coregulator 2. TRb/SRC2 Texas Red total fluorescence interference. Potency, µM (highest dose often 106 µM), for inactives: top-dose fluorescence change, negative = quenching. 280,000 tested, 0.29% active. AID 1479, 2009; active = well fitted curve in either direction with a large enough effect; inconclusive = small, poorly fitted or top-dose-only effect; also: % is scaled to controls: 0 for no effect and ±100 for the full control effect
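Human TRβ ligand-binding domain (0.6 uM) and Texas Red SRC2 peptide (20 nM) in Tris buffer with 1 uM T3 and 5% DMSO were incubated with pinned compound for 5 hr at ambient temperature. Total fluorescence was computed as S + 2P (555/632 nm).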
SMN2 splice enh – qHTS Assay for Enhancers of SMN2 Splice Variant Expression. 210,000 tested, 2.8% active. Potency, µM (doses to about 46.1 µM), for the others: at the top dose activity change, positive = activation, hits mostly activators. HEK293 SMN2-luciferase splicing reporter, luminescence, 30-36 h; also: % of control where 0% means no effect; nearly all actives have a fitted effect of over 55% in size
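HEK293 cells carry an SMN2 […]–luciferase reporter in which exon 7 inclusion puts luciferase in frame. Cells were plated 10-12 h before compound addition, then incubated 30-36 h at 37C. ONE-Glo luminescence was read; sodium butyrate at 4.5 mM final served as control.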
KDM4E inh – qHTS Assay for Inhibitors of Human Jumonji Domain Containing 2E (JMJD2E). Lysine-specific demethylase 4E (Homo sapiens), B2RXH2. JMJD2E catalytic domain, FDH-coupled NADH fluorescence (FDH is formaldehyde dehydrogenase). Potency, µM (top dose mostly 57.1 µM), for the others: top-dose activity change, negative = inhibition, hits mostly inhibitors. 230,000 tested, 1.6% active; active = well fitted inhibition curve with a large enough effect, not every such curve was filed as active; inconclusive = small, poorly fitted or top-dose-only effect, or another doubt; inactive = no such curve, though single readings can be large or run the other way;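 also: 0% = wells with enzyme and -100% = buffer wells without enzyme; nearly all actives have a fitted effect of over 50% in size; many of its hits are not listed in these tables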
RECQ1 inh – qHTS Assay for Inhibitors of RecQ-Like Dna Helicase 1 (RECQ1); Potency, µM (top dose mostly 57.3 µM), inactives show top-dose activity, negative = inhibition, usual class: inhibitors; ATP-dependent DNA helicase Q1 (Homo sapiens), P46063; AID 2549, 2010; RECQ1 DNA unwinding, red fluorescence kinetic read; 240,000 tested, 0.54% active;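 also: plate controls were vehicle for no effect and no enzyme for full effect; nearly all actives have a fitted effect of over 30% in size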
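RECQ1T1 50 nM; forked duplex (20 bp + 30-nt ss tails) 200 nM, ATP 2 mM final; pH 8.0, 2 mM MgCl2, 2.5 ug/ml poly(dI-dC); 15 min compound preincubation; discontinuous kinetic read over 2 h at RT.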
TRb-SRC2 inh – qHTS for Inhibitors of the Interaction of Thyroid Hormone Receptor and Steroid Receptor Coregulator 2 | Thyroid hormone receptor beta (Homo sapiens), P10828 | TRbeta-SRC2 peptide binding, fluorescence polarization; receptor liganded with 1 µM T3 | Potency, µM (series often up to 106 µM), without a hit: top-dose activity change, negative = inhibition, most hits filed as inhibitors | 280,000 tested, 0.065% active | AID 1469, 2008;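 also: plate controls were bound peptide for no effect and peptide without receptor for full effect; nearly all actives have a fitted effect of over 50% in size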
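TRb LBD 0.6 uM + Texas Red SRC2 peptide 20 nM, 1 uM T3, Tris buffer w/ 5% DMSO; compound pinned, 5 h RT; FP read ex 555/em 632; normalized to unbound and bound controls.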
LMNA splice mod – qHTS Assay for Modulators of Lamin A Splicing; HeLa LMNA splicing GFP/RFP minigene ratio, 48 h; Potency, µM (doses to about 46.1 µM), for the others: at the highest dose ratio change, negative = inhibition, hits mostly inhibitors; 200,000 tested, 0.01% active; AID 1487, 2009; active = well fitted inhibition curve with a large enough effect in the signal ratio, with a control signal flat, not every such curve was filed as active; inconclusive = small, poorly fitted or top-dose-only effect, or effect the other way, or a change in a side signal; the % refers to the signal ratio; also: % is scaled to controls: 0 for no effect and ±100 for the full control effect
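S3 HeLa stable clones carrying a lamin A-EGFP splicing minigene plus DsRed2 were seeded at 600 cells/well in Opti-MEM with 2% FBS, pin-dosed and incubated 48 h at 37°C. Acumen cytometry (488 nm) gave the GFP/RFP total-intensity ratio.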
GoLoco inh red – qHTS Assay for Inhibitors of RGS12 GoLoco Motif Activity (Red Fluorophore); Guanine nucleotide-binding protein G(i) subunit alpha-1 (Homo sapiens), P63096; Gai1:RGS12 GoLoco peptide FP, rhodamine, 10 min; Potency, µM (doses to about 61.6 µM), for the others: at the top dose activity, negative = inhibition, usual class: inhibitors; 230,000 tested, 0.44% active; AID 880, 2007; active = well fitted inhibition curve with a large enough effect, not every such curve was filed as active; inactive = no such curve, though single readings can be large or run the other way; also: % is scaled to controls: 0 for no effect and ±100 for the full control effect; nearly all actives have a fitted effect of over 30% in size; many of its hits are not listed in these tables
Target sequence (P63096 whole entry, looked up): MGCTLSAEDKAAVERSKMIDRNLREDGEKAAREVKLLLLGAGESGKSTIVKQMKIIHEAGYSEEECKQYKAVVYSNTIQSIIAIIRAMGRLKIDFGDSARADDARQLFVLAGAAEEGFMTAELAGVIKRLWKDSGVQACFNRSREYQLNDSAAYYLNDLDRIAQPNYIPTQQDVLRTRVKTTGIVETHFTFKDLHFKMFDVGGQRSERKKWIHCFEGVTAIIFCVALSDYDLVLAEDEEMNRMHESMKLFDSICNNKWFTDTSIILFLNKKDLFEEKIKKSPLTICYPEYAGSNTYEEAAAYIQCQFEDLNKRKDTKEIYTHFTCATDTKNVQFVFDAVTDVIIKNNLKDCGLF
ALDH1A1 block – qHTS Assay for Inhibitors of Aldehyde Dehydrogenase 1 (ALDH1A1) | Aldehyde dehydrogenase 1A1 (Homo sapiens), P00352 | Purified ALDH1A1, NADH fluorescence, propionaldehyde substrate | Potency, µM (titrated, usually from 75.3 µM), without a hit: top-dose activity, negative = inhibition, most hits filed as inhibitors | 220,000 tested, 7.3% active; active = well fitted inhibition curve with a large enough effect, not every such curve was filed as active; inconclusive = small, poorly fitted or top-dose-only effect, or another doubt; inactive = no such curve, though single readings can be large or run the other way;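 also: plate controls were no enzyme wells and a reference inhibitor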
Target sequence (P00352 whole entry, looked up): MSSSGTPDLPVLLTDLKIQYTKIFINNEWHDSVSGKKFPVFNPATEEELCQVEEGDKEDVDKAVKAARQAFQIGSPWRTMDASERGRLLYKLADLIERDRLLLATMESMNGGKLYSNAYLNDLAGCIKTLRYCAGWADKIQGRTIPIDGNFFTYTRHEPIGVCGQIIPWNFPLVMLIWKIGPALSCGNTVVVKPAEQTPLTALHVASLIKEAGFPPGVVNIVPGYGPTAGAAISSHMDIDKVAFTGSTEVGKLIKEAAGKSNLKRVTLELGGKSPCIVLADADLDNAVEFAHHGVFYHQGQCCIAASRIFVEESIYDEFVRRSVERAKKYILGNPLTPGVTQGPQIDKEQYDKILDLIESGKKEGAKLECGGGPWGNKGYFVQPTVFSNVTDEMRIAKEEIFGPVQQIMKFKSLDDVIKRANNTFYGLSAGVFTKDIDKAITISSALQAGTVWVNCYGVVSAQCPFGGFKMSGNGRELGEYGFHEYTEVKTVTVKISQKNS
An asterisk follows results filed as active; i = inactive; ? = inconclusive; / = no result given; [ ] = remark or other dose. Unless noted, calls follow the shape of the dose curve; as a rule, active = well fitted curve in the direction sought with a large enough effect; inconclusive = small, poorly fitted or top-dose-only effect, or another doubt; inactive = no such curve, though single readings can be large; an effect the other way counts as inactive or inconclusive. Potency is read from the fitted curve at half-maximal effect.

SMILES	TexasRed fluor	SMN2 splice enh	KDM4E inh	RECQ1 inh	TRb-SRC2 inh	LMNA splice mod	GoLoco inh red	ALDH1A1 block
CC1CCCCC1NC(=O)CSc1nncs1 (configuration not stated)	-3%	-1%	-2%	6%	-1%	-4%	5%	1%
CCC(=O)NC(=S)Nc1ccc2oc(-c3ccc(OC)cc3)nc2c1	-2%	7.9µM*	4%	6%	-2%	/	-3%	-7%
FC(F)(F)c1cccc(NC(=S)NCCN2CCOCC2)c1	-3%	19%	-2%	-2%	5%	?	3%	3%
C=CCn1c(SCC(=O)OCC)nc2cc(C(=O)NCc3ccco3)ccc2c1=O	0%	-14%	-2%	-17%	3%	-3%	2%	?
CCOc1ccc(Oc2c(/C=N/NC(=O)C3CC3)c(C)nn2-c2ccccc2)cc1	?	-8%	4%	-8%	-12%	-4%	1%	8%
CNc1nc(C)cc(C)c1S(=O)(=O)c1ccc(C)cc1	-4%	-49%	?	4%	-4%	7%	1%	?
CC1CCN(c2ncnc3c2cnn3Cc2ccc(Cl)cc2)CC1	-3%	-37%	-7%	i	-10%	?	-5%	0%
CC(=O)Nc1ccc2c(CSc3nncs3)cc(=O)oc2c1	-4%	/	?	i	0%	/	6%	/
COC(=O)c1cc(N=CC2=C(O)CC(C)(C)CC2=O)cc(C(=O)OC)c1	0%[53 µM]	14%	59%	-34%	4%[53 µM]	-9%	-1%	?
CCCNC(=O)Cn1cnc2sc(C(=O)N3CCN(CCC)CC3)c(C)c2c1=O	1%	15%	1%	-2%	4%	-9%	1%	0%
N=C(N)SCc1ccccc1Cl	2%	?	-1%	-1%	-3%	?	11%	3%
O=C(Cc1ccc(Nc2nc3ccc(Br)cc3[nH]2)cc1)NCCc1cccs1	0%	-31%[inhibitor]	-8%	-5%	14%	?	16%	14%
Cc1ccc(N2CC(C(=O)NCC3CCCO3)CC2=O)cc1Cl (configuration not stated)	-3%	-2%	5%	-4%	-5%	3%	12%	6%
CCCCc1nc2sc3c(=O)[nH]cnc3c2c2c1CCCC2	-1%	/	-23%	-15%	-2%	/	-5%	-6%
Cc1ccc(NC(=S)NC2CCCC2)cc1	-2%	?	-4%	-3%	-10%	3%[0.0737 µM]	9%	0%
c1ccc2c(c1)ccc1ccccc12	1%[201 µM]	2%	/	12%	0%[201 µM]	/	-5%	?
S=C(Nc1ccccc1Cl)N1CCN(Cc2ccccc2)CC1	-7%	-44%[inhibitor]	8%	-5%	2%	?	4%	-9%
CC1(C)CC(=O)c2cc(OCC(=O)N3CCN(c4ccccc4F)CC3)ccc2O1	-5%	-17%	?	0%	-2%	-11%	6%	?
CC(Sc1nncn1C)C(=O)Nc1ccc(S(N)(=O)=O)cc1 (configuration not stated)	-4%	/	-2%	-6%	3%	?	10%	4%
COc1ccc(-[n+]2c(C)cc(/C=C3\Sc4ccccc4N3C)cc2C)cc1	-3%	-63%[inhibitor]	-30%	-25%	4%	/	-20%	?
CCOc1ccccc1OCCOc1ccccc1CC	-4%	3%	4%	i	-3%	-4%	1%	15%
Cc1ccc(NC(=O)N[C@@H](CC(C)C)C(=O)O)c(C)c1	-1%	/	8%	4%	10%	/	4%	/
COc1ccc(Oc2ncc3nc(-c4ccccc4)c(=O)n(C4CC4)c3n2)cc1	/	-20%	/	i	/	/	3%	?
O=C(Cn1ccc([N+](=O)[O-])n1)c1ccccc1	-3%	/	-8%	i	-4%	8%[46 µM]	12%	-1%
C=C(C)Cn1c(CNC(C)=O)nc2ccccc21	-1%	7%	0%	1%	10%	2%	5%	-5%
CC(C)N(C(=O)CSc1nnnn1C1CCCC1)C(C)C	1%	-18%	-1%	-5%	9%	?	-1%	-7%
COc1ccccc1NC(=O)COC(=O)Cc1ccc(S(=O)(=O)N2CCCCC2)s1	-2%	15%	0%	i	0%	21%[46 µM]	11%	-6%
CC1(CCC#N)N=C(SCCC#N)N(c2ccccc2)C1=O (configuration not stated)	-3%	25%	1%	4%	-16%	6%	-13%	?
Cc1cc(=O)oc2cc(OCCSCCN3CCCCC3)ccc12	-2%	/	?	14%	-3%	?	2%	?
O=C(c1ccccc1SCc1ccccc1)N1CCOCC1	-3%	-5%	18%	-3%	4%	4%[46 µM]	12%	1%
Cc1cc(C)n2c(SCC(=O)Nc3ncc(C(F)(F)F)cc3Cl)nnc2n1	-4%	10%	-6%	i	0%	2%	8%	13µM*
O=C(COC(=O)CCC(=O)c1cccs1)NCc1ccc(Cl)cc1	0%	-4%	12%	-3%	-10%	/	-15%	?
COc1ccc(C(=O)c2sc3nc(-c4ccccc4)ccc3c2N)cc1OC	-1%	-3%	-4%	?	-1%	?	5%	-6%
CC(C)C(OC(=O)c1ccco1)C(=O)NCc1ccccc1 (configuration not stated)	0%	?	3%	-4%	2%	-5%	3%	0%
Cc1c(C(=O)Nc2ccc3c4c(cccc24)CC3)cccc1[N+](=O)[O-]	0%	2%	2%	-6%	3%	-9%	-10%	-6%
O=C(O)CCNS(=O)(=O)c1ccc(Oc2ccccc2Cl)cc1	-6%	19%	-5%	3%	5%	1%	3%	7%

Sorted by SMILES length (falling): some entries from above
SMILES	TexasRed fluor	SMN2 splice enh	KDM4E inh	RECQ1 inh	TRb-SRC2 inh	LMNA splice mod	GoLoco inh red	ALDH1A1 block
Cc1c(C(=O)Nc2ccc3c4c(cccc24)CC3)cccc1[N+](=O)[O-]	0%	2%	2%	-6%	3%	-9%	-10%	-6%
COc1ccc(C(=O)c2sc3nc(-c4ccccc4)ccc3c2N)cc1OC	-1%	-3%	-4%	?	-1%	?	5%	-6%
O=C(O)CCNS(=O)(=O)c1ccc(Oc2ccccc2Cl)cc1	-6%	19%	-5%	3%	5%	1%	3%	7%
Cc1cc(=O)oc2cc(OCCSCCN3CCCCC3)ccc12	-2%	/	?	14%	-3%	?	2%	?
C=C(C)Cn1c(CNC(C)=O)nc2ccccc21	-1%	7%	0%	1%	10%	2%	5%	-5%

(more compounds)
SMILES	TexasRed fluor	SMN2 splice enh	KDM4E inh	RECQ1 inh	TRb-SRC2 inh	LMNA splice mod	GoLoco inh red	ALDH1A1 block
Cc1cc(=O)n(CCO)c(O)c1C#N	4%	15%	?	-12%	-7%	9%	1%	-5%
COc1cc2cc(CN(CCO)C(=O)c3cccs3)c(=O)[nH]c2cc1OC	1%	16%	?	-7%	3%	15%	-4%	?
COC(=O)C1OC2(OC1C(=O)OC)c1ccccc1-c1ccccc12 (configuration not stated)	0%	2%	4%	9%	-11%	?	-1%	?
COC(=O)c1ccc(C(NC(=O)OCc2ccccc2)/C(I)=C/[C@@H](C)C(=O)NCc2ccc(C)o2)cc1 (some centres not stated)	-3%	-2%	-15%	-1%	5%	/	-13%	28µM*
C[C@@]1(C(NC(=O)c2ccccc2)c2ccc(-c3ccccc3)cc2)C[C@H]1C1CCCCC1 (some centres not stated)	-2%	-18%	2%	-10%	3%	/	0%	6%
Cc1cc(=O)oc(C)c1C(=O)Nc1ccc(Cl)cn1	-2%	1%	6%	-1%	-15%	7%	-8%	22%
Cc1c(C(=O)N2CCN(c3ccccc3F)CC2)sc2nc(-c3ccccc3)cn12	-6%	-23%	4%	i	1%	?	0%	-5%
CCOc1ccccc1N1C(=O)c2cccnc2C1=O	-3%	1%	5%	-1%	-7%	3%	0%	0%
O=C1CN=C(Nc2ccc(Cl)cc2)N1c1ccccc1	0%	?	6%	-6%	-2%	6%	13%	1%
CC(C)(O)[C@H](O)COc1c2ccoc2cc2oc(=O)ccc12	0%	11%	4%	-6%	-1%	-7%	-2%	15%
O=C(c1ccc(S(=O)(=O)N2CCCCC2)cc1)c1nnc(-c2ccc(Cl)cc2)o1	-2%	-27%	-4%	-1%	-11%	-4%	4%	-6%
CCn1ncc(CNC(=O)C2(C)CC2(Cl)Cl)c1C (configuration not stated)	0%	-14%	2%	-4%	12%	5%	-6%	-1%
COC(=O)c1ccc(NC(=O)Cn2nnc(-c3cccs3)n2)cc1	-1%	-7%	-4%	-1%	-6%	-11%[46 µM]	10%	8%
S=C(Nc1ccccc1Cl)NC1CC2CCCC(C1)N2C1CC1 (configuration not stated)	-1%	-5%	7%	i	-3%	-19%[46 µM]	10%	-8%
O=C(O)c1csc(-c2ccc(Cl)cc2)n1	-1%	10%	-12%	4%	5%	/	3%	-9%
OCCCCNCc1ccc(OCc2ccccc2)cc1	2%	/	-5%	4%	0%	?	/	5%
c1ccc(-c2cc(-c3ccccc3)n3ncnc3n2)cc1	-4%	-31%[inhibitor]	?	-1%	-2%	-13%[46 µM]	-5%	?
CC(C)=Cc1c(O)nc2ccccn2c1=O	0%	/	-6%	-6%	-6%	/	12%	-13%

Record cards, as listed above. Values in the order: TexasRed fluor	SMN2 splice enh	KDM4E inh	RECQ1 inh	TRb-SRC2 inh	LMNA splice mod	GoLoco inh red	ALDH1A1 block
CC(C)=Cc1c(O)nc2ccccn2c1=O is listed with 0%	/	-6%	-6%	-6%	/	12%	-13%
O=C(O)c1csc(-c2ccc(Cl)cc2)n1 is listed with -1%	10%	-12%	4%	5%	/	3%	-9%

Source: PubChem

Only part of the results is shown. The share of hits here may be higher or lower than overall.
